LGR2 antag = blocks bursicon-induced cAMP signaling via Drosophila LGR2 | inhibition, % at 9.99 µM | actives 0.35% (n = 380,000) | HEK293 LGR2, CRE-luciferase, bursicon-stimulated, 4 h;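 active = drop in luminescence signal, shown as inhibition above about 50% in the replicate tests, limit read from the data, passing the limit was not always enough; inconclusive = probably only some replicates passing the limit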;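 also: agonist challenge used bursicon conditioned medium at about half maximal strength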
CASP6 VEID inh = caspase-6 (human) enzyme inhibition; P55212; purified caspase-6, Z-VEID-R110 cleavage fluorescence; inhibition, % at 12.5 µM; actives 0.53% (n = 350,000); AID 686996;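 active = mean inhibition across replicates at least about 35%, with every replicate also reaching that limit, limit read from the data; inconclusive = only one of the two criteria met; inactive = neither criterion met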;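 also: 0% = median of neutral control wells and 100% = no fluorescence left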
Target sequence (P55212 24-179 limits assumed): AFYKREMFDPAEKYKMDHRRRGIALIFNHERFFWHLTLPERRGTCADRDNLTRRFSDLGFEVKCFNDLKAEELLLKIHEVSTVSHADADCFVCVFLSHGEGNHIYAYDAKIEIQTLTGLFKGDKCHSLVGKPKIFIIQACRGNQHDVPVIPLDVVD
Target sequence (P55212 194-293 limits assumed): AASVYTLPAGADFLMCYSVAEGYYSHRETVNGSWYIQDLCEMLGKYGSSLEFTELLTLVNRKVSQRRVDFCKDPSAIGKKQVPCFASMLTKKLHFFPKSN
DENV2 CPE rescue = inhibitors of DENV2 cytopathic effect; DENV2-infected cells, cytopathic effect rescue, plate reader; CPE inhibition, % at 9.99 µM; actives 1.7% (n = 350,000); AID 651640; in the data active = CPE inhibition above about 20%, passing the limit was not always enough; inconclusive = no clear call, values can overlap the other calls; tested in BHK-21 cells;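 also: 0% = median of neutral control wells and 100% = median of positive control wells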
EWS-Fli block = inhibitors of EWS/Fli oncoprotein transcriptional activity; A673 NR0B1-luciferase reporter, viability-normalised; inhibition, % at 12.6 µM; actives 0.67% (n = 350,000);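 active = mean inhibition of at least 50% after viability correction, with every replicate also passing that limit; inconclusive = mean reaches 50% but only one of two replicates passes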;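 also: firefly luciferase signal divided by Alamar Blue viability fluorescence both relative to DMSO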
SIRT5 inh = blocks human SIRT5 desuccinylation of peptide; Purified SirT5, succinyl-peptide AMC, trypsin-coupled fluorescence; inhibition, % at 15 µM; actives 1.1% (n = 330,000); in the data active = inhibition above about 15%; inconclusive = no clear call, values can overlap the other calls
Target sequence (Q9NXA8 whole entry, looked up): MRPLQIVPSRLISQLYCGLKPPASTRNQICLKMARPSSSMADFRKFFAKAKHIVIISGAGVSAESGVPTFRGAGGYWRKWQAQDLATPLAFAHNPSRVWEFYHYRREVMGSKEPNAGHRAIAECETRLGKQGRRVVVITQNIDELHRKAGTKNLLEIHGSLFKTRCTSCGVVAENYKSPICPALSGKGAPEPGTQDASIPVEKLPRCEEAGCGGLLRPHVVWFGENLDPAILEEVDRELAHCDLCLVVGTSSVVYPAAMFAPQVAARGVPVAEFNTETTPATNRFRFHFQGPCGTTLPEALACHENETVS
ARNT-TACC3 inh = disruptors of human ARNT/TACC3 interaction; AlphaScreen His-ARNT PAS-B/GST-TACC3 binding, luminescence; TACC3 fragment carries E629A point mutation; inhibition, % at 9.99 µM; actives 0.66% (n = 390,000); AID 623870;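 active = mean inhibition of replicates at least 50% and at least half of replicates each reaching 50%; inconclusive = half or more replicates reach 50% but mean below 50%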;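 also: 0% = complete ARNT plus TACC3 wells and 100% = ARNT alone without TACC3; many hits fall short of the cut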
PAX8 inh HTS = inhibitors of PAX8 transcriptional activity in RMG-I cells. RMG-I TPO-luciferase reporter, SteadyGlo, 24 h. inhibition, % at 12.6 µM. actives 1.2% (n = 360,000);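 active = mean replicate inhibition at least 60% with every replicate also reaching 60%; inconclusive = only one of the two criteria is met; inactive = mean below 60% and not all replicates reaching 60%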;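 also: luciferase light reporting Pax8 driven TPO promoter activity; plate controls were median of neutral control wells for no effect and mitoxantrone controls for full effect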
Starred values were filed as active, the others as inactive; ? = inconclusive; / = not tested or not shown.

SMILES	LGR2 antag	CASP6 VEID inh	DENV2 CPE rescue	EWS-Fli block	SIRT5 inh	ARNT-TACC3 inh	PAX8 inh HTS
O=C(C[C@H]1C[C@@H]2c3cc(NC(=O)c4ccc5c(c4)OCO5)ccc3O[C@@H]2[C@H](CO)O1)NCC(F)(F)F	0	1	-1	-1	-2	2	-5
Cc1ccc(/C=C/C(=O)OC(C)C(=O)Nc2ccc(Cl)cn2)o1 (stereo not given)	10	/	/	/	/	1	22
COCCCNC(=O)c1cc(=O)n(Cc2ccc(Cl)cc2)c2ccccc12	13	-1	/	4	2	-9	11
Cc1ccnc(NC2CCCCC2)c1	/	-1	19	-6	-5	4	-10
Cc1cc(C(=O)COc2cccnc2[N+](=O)[O-])c(C)n1Cc1ccco1	17	4	1	7	3	-1	-30
C[C@@H]1CN([C@H](C)CO)C(=O)c2cc(NS(=O)(=O)c3ccc(Cl)cc3)ccc2O[C@@H](C)CCCCO[C@@H]1CN(C)C(=O)c1ccncc1	-12	0	13	3	0	-2	-20
O=C(NC1CCCC1)C(c1ccncc1)N(C(=O)c1ccco1)c1ccccc1 (stereo not given)	-3	2	4	-1	-1	-5	-2
Cc1ccc2c(CN(C)Cc3ccc(Cl)cc3)cc(=O)oc2c1	-14	0	-2	-34	-1	-15	-15
O=C(COc1ccc(Cl)c2cccnc12)N1CCOCC1	4	-2	1	-21	-4	/	-11
O=C(Cc1ccccc1)c1ccc(O)cc1O	-12	-2	-7	4	5	-12	-34
O=C(Cn1nnc2ccccc2c1=O)NCC1CCC(C(=O)O)CC1 (stereo not given)	-1	0	-1	-6	-2	-2	-14
C[C@H]1CN([C@@H](C)CO)C(=O)c2cc(C#CCC3CCCC3)cnc2O[C@@H]1CN(C)Cc1ccccn1	9	0	14	7	-1	8	/
CC(C)NC(=O)Nc1ccc2c(c1)C(=O)N([C@@H](C)CO)C[C@H](C)[C@@H](CN(C)Cc1ccc(C(=O)O)cc1)OCCCC[C@@H](C)O2	8	-2	-4	-7	-2	-8	2
CCN(CCO)c1nc(N2CCCCC2)c2cnn(C)c2n1	-12	-2	5	6	-2	5	8
Cc1cc(C)n2nc(SCC(=O)NC3CCCCC3C)nc2n1 (stereo not given)	-5	2	-4	/	-4	-12	7
CC1=C(O)C(=O)C(c2c(C)cc(C)c(Br)c2C)=C(O)C1=O	17	18	-8	-3	7	/	17
C=CCSc1nnc(NC(=O)c2c(CC)noc2C)s1	-15	8	-2	6	-1	3	-2
Cc1cnc(NC(=O)CCNC(=O)c2ccc([N+](=O)[O-])cc2)s1	9	2	-5	1	-1	/	-61
CCOc1cc(C2Nc3ccccc3NC3=C2C(=O)CC(C)(C)C3)ccc1OC(C)=O (stereo not given)	0	-1	1	9	1	-16	5
COc1cc(NC(=O)c2cc(OC)c(OC)c(OC)c2)cc(-n2cnnn2)c1	1	-4	8	8	-7	/	13
O=c1[nH]nc(-c2ccc([N+](=O)[O-])o2)c(=O)[nH]1	-11	2	10	4	/	/	-17
O=C(NC1CCCCC1)C(c1ccncc1)N(C(=O)Cc1cccs1)c1ccccc1 (stereo not given)	7	-1	/	3	-1	-8	-10
O=C(/C=C/c1ccco1)OCC(=O)c1ccc(OC(F)F)cc1	-26	5	-12	3	0	1	-2
O=C1N(Cc2cccc(Cl)c2)C[C@@H]2C[C@@H](c3ccco3)N3CCC[C@@]123	5	2	1	7	/	3	2
COc1ccc(CCN(CC(=O)NCc2ccc(F)cc2)C(=O)c2snc(C(N)=O)c2N)cc1OC	17	2	0	2	-2	-4	-10
O=C(NC(Cc1ccccc1)C(=O)O)c1ccco1 (stereo not given)	18	2	2	0	-3	-18	3
N#CCCn1cc(C(=O)N2CCOCC2)c(-c2ccc3c(c2)OCCO3)n1	13	1	13	-17	1	2	-9
C/C=C/c1ccc([C@@H]2[C@H](CO)N(C(C)=O)[C@H]2CNC(=O)CC2CC2)cc1	2	-2	-8	-1	1	-5	-4
CCC(=O)N(C)C[C@@H]1Oc2ncc(-c3ccc(C#N)cc3)cc2C(=O)N([C@@H](C)CO)C[C@@H]1C	0	-2	?	-11	-2	-7	/
CN(C)CCNC(=O)Cc1ncc(C(F)(F)F)cc1Cl	17	-30	5	4	2	-3	-6
COC(=O)C[C@@H]1CC[C@H]2[C@@H](COc3ccc(NS(C)(=O)=O)cc3C(=O)N2C)O1	5	/	-2	4	/	-6	-16
COc1ccc(N2CCN(C(=O)c3cc4c(-c5ccc(Cl)cc5)nn(C)c4s3)CC2)cc1	1	0	-2	13	/	-3	24
CC1CC(C)CN(CC(O)COC2CC(C)CC(C)(C)C2)C1 (stereo not given)	-5	-1	1	-2	-2	-4	17
CCN1CCN(S(=O)(=O)c2ccc(Cl)c(C(=O)N(C)Cc3ccc(C(C)(C)C)cc3)c2)CC1	1	4	-4	18	4	14	22
C[C@H]1CN([C@@H](C)CO)C(=O)c2ccccc2-c2ccccc2CO[C@H]1CN(C)Cc1cccc(F)c1	-12	-1	2	-5	4	9	-3
CC(C)C(=O)Nc1cccc(C(=O)NCc2ccc3c(c2)OCO3)c1	16	2	3	5	1	-6	/
CCOc1ccc(NC(=O)COC(=O)c2cc(=O)c3ccccc3o2)cc1	1	3	-5	-3	3	/	-15
COc1ccc(/C=C2\SC(=S)N(c3cccnc3)C2=O)cc1	2	2	2	-5	/	0	-3
CC(C)(C)c1nnc(NC(=O)CCC2CCCCC2)s1	6	0	3	-7	/	/	-1
O=C(NCc1ccccc1)[C@H]1[C@H](CO)[C@H]2Cn3c(cccc3=O)[C@H]2N1Cc1ccccc1F	-1	0	8	1	-1	-12	/
C[C@@H](OC(=O)c1[nH]cnc1C(=O)N1CCN(C(=O)OC(C)(C)C)CC1)c1ccccc1	/	-1	4	-8	-5	-35	-1
O=C(c1cccc([N+](=O)[O-])c1)c1ccc2[nH]c(=O)[nH]c2c1	6	-3	-7	-3	-6	-14	-4
Cc1cccc(N2CCN(C(=O)c3[nH]c(C(F)(F)F)nc3-c3ccccc3)CC2)c1C	/	1	4	35	-3	/	77*
Clc1ccccc1C1Nc2cccc3cccc(c23)N1	/	12	4	7	0	-2	11
CNC1=C(N(C(C)=O)c2ccc(Br)cc2)C(=O)c2ccccc2C1=O	13	/	/	/	/	46*	105*
Cc1cnc(NC(=O)Cc2c[nH]c3ccccc23)s1	-47	-2	-8	-15	1	/	/
CCCOc1cccn2c(N(C=O)Cc3ccc(OC)cc3)c(CC)nc12	8	2	?	8	-1	/	-16
O=C(Nc1ccc(CN2CCOCC2)cc1)c1ccc2ccccc2c1	-59	-4	-4	-104	3	1	-167
CCN(c1ccccc1)S(=O)(=O)c1ccc(OC)c(NC(=O)c2cc(F)c(F)c(F)c2F)c1	6	/	?	7	-3	-11	-3
COc1cccc(S(=O)(=O)N2CC[C@@H]3[C@H]2c2cc(C#Cc4ccccc4)ccc2N[C@@H]3CO)c1	11	-1	?	-2	1	-2	5

(next part)
SMILES	LGR2 antag	CASP6 VEID inh	DENV2 CPE rescue	EWS-Fli block	SIRT5 inh	ARNT-TACC3 inh	PAX8 inh HTS
Cc1ccc(CN2CC(=O)N3[C@@H](CO)[C@H](c4ccc(-c5cccnc5)cc4)[C@@H]3C2)cc1	1	1	4	/	-2	/	/
C[C@@H]1CN([C@H](C)CO)C(=O)Cc2cc(NC(=O)Nc3ccc4c(c3)OCO4)ccc2O[C@@H]1CN(C)S(C)(=O)=O	3	2	5	-11	-2	-11	10
CN(C)C(=O)C[C@H]1CC[C@@H]2[C@H](COC[C@H](O)CN2C(=O)c2ccncc2)O1	/	/	-1	-2	/	-6	-3
CCC(C)N(C(=O)Cn1nnc(-c2ccc(F)cc2)n1)C1CCS(=O)(=O)C1 (stereo not given)	7	-2	7	/	-2	0	8
Cc1c(O)c2c3c(cccc3c1O)C(=O)N(c1ccccc1)C2=O	-12	/	/	/	/	-3	5
CCN1CCc2c(sc(NC(=O)c3ccc(S(=O)(=O)N4CCCCCC4)cc3)c2C(=O)NC)C1	-6	-6	?	21	3	3	/
O=C(CSc1nnc(-c2cccs2)o1)NCc1ccco1	12	1	-8	4	-1	-21	6
COc1cccc(-c2ccc3n(c2=O)C[C@@H]2[C@@H](CO)[C@H](C(=O)NC4CCCC4)[C@H]3N2C)c1	6	1	-4	2	-7	-1	-9
C[C@@H]1CCCCO[C@@H](CN(C)S(=O)(=O)c2ccc(F)cc2)[C@@H](C)CN([C@@H](C)CO)C(=O)c2cc(NC(=O)CCCN(C)C)ccc2O1	-4	2	-4	-5	-2	-5	-4
CNC[C@H]1Oc2ccc(NC(=O)Cc3cn(C)c4ccccc34)cc2CC(=O)N([C@H](C)CO)C[C@@H]1C	-9	1	14	-11	-2	1	-3

An excerpt of these results, with values under each structure:
Below each compound – LGR2 antag, CASP6 VEID inh, DENV2 CPE rescue, EWS-Fli block, SIRT5 inh, ARNT-TACC3 inh, PAX8 inh HTS
CN(C)C(=O)C[C@H]1CC[C@@H]2[C@H](COC[C@H](O)CN2C(=O)c2ccncc2)O1
 : /, /, -1, -2, /, -6, -3
CCC(C)N(C(=O)Cn1nnc(-c2ccc(F)cc2)n1)C1CCS(=O)(=O)C1 (stereo not given)
 : 7, -2, 7, /, -2, 0, 8

Further entries.
SMILES	LGR2 antag	CASP6 VEID inh	DENV2 CPE rescue	EWS-Fli block	SIRT5 inh	ARNT-TACC3 inh	PAX8 inh HTS
O=C(NCC1CCCN(Cc2cccc(F)c2)C1)c1cccc2ccccc12 (stereo not given)	-13	-3	14	7	/	0	2
Cc1ccccc1NC(=O)c1ccccn1	-16	1	-8	-46	2	8	-51
O=C(O)c1ccccc1C(=O)c1ccc(N2CCCC2)c([N+](=O)[O-])c1	23	4	-8	-16	4	-12	-16
O=C(NCc1nnc(SCC(=O)N2CCc3ccccc32)o1)c1cccs1	4	-3	12	9	-1	6	1
CC(C)NC(=O)Nc1cccc2c1O[C@H](CN(C)C(=O)Nc1cccc3ccccc13)[C@H](C)CN([C@@H](C)CO)C2=O	-24	1	?	6	3	3	5
CCCNCC(=O)Nc1cccc(S(=O)(=O)NC2=NCCCCC2)c1	4	-1	-5	1	3	-3	-7
N/C(=N\OC(=O)c1ccccc1)c1ccn[nH]1	24	-11	-6	-51	0	-1	-57
FC(F)Oc1ccc(NC(=S)NC2CCCCCCC2)cc1	5	2	6	-83	/	/	-66
Cc1cccc(-c2ccc3ncnc(NCc4cccnc4)c3c2)c1	0	1	-1	15	/	-2	4
C[C@H](CO)N1C[C@H](C)[C@H](CN(C)S(C)(=O)=O)Oc2ccc(NC(=O)Cc3cn(C)c4ccccc34)cc2CC1=O	-3	5	-9	-5	-2	-7	-13
COC(=O)c1ccc(N2CCN(C)CC2)c(NC(=O)COc2cccc(C)c2)c1	-11	-2	-3	32	-3	12	-8
O=[N+]([O-])C1=CC=C2C(=NC3(CCCCC3)N2O)C1=NCCc1ccccc1	-25	0	/	-13	2	4	-1
O=C(Nc1ccccn1)C1CCN(C(=O)c2ccc(F)cc2)CC1	-1	-2	3	1	6	-15	-12
COCCN(C(=O)C1CCC1)c1c(N)n(CC(C)C)c(=O)[nH]c1=O	10	-3	-2	-10	2	-1	-13
CO[C@H]1CN(C)C(=O)c2cc(NC(=O)NC(C)C)ccc2OC[C@@H](C)N(CCC(F)(F)F)C[C@H]1C	2	/	/	5	/	-18	-25
O=C(CCl)NCCCCCCCCCNC(=O)CCl	8	14	-2	12	4	1	9
O=C(N/N=C/c1oc(O)c2ccccc12)c1ccccc1O	15	37*	1	-2	/	-2	-2
COc1ccc(NC(=O)CSc2nnc3ccc(-c4cccnc4)nn23)cc1	-11	1	-5	-7	2	2	0
CCN(CC(=O)Nc1ccc(OC)cc1)C(=O)c1cccc(S(=O)(=O)N2CCN(c3ccccc3)CC2)c1	6	-5	-4	23	/	/	30
C=CCn1c(CNC(=O)c2cccs2)nnc1SCc1ccc(Cl)cc1Cl	5	/	/	/	/	-8	9
O=C(c1cc(-c2ccccc2Cl)on1)N1CCCC1	?	-3	-8	41	/	-6	13
C/C=C/c1cnc2c(c1)C(=O)N([C@H](C)CO)C[C@@H](C)[C@H](CN(C)S(=O)(=O)c1ccccc1)O2	35	3	-20	15	2	-7	/
O=C(CN1CCN(S(=O)(=O)N2CCOCC2)CC1)Nc1cc(Cl)cc(Cl)c1	-9	-5	-1	6	0	0	-2
